Assay outcomes deposited in PubChem by several laboratories.
TLR4-MyD88 BLA = inhibitors of human TLR4-MyD88 binding; HeLa CL3-4 TLR4/MyD88 BLA complementation, FRET ratio; inhibition, % at 8.4 µM; 200,000 compounds, 0.18% hits; in the data active means inhibition above about 25%;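 further: 0% = vehicle and 100% = reference inhibitor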
PMI act satM6P = increases human PMI activity with near-saturating mannose 6-phosphate; P34949; coupled PMI enzyme assay, resazurin fluorescence, 20 min; hits give high values; 1 = untreated enzyme, 0 = substrate-free blank; activation factor at 20 µM; 190,000 compounds, 0.34% hits;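 active means activation factor of 2 or more at 20 µM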
Target sequence (P34949 whole entry, looked up): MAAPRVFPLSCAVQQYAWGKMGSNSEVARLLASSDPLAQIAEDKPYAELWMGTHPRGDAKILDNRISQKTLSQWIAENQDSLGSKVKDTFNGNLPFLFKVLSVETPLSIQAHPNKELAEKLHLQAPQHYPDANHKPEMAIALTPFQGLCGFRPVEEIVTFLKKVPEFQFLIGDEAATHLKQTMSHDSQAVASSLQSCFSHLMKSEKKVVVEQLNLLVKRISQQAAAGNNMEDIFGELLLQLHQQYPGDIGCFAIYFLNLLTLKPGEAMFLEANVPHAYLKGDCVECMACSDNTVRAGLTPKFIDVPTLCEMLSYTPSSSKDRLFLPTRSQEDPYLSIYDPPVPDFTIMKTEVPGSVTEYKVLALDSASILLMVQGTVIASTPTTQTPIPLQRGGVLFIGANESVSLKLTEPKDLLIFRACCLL
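test system = human PMI in coupled enzyme assay | medium = HEPES-buffered pH 7.4 with magnesium and detergent | also added = 1.0 mM mannose-6-phosphate substrate with 0.22 mM NADP+ | compound = 20 µM single dose | times = 20 min incubation at room temperature | measured by = resorufin fluorescence (Ex 544/Em 590 nm) from resazurin via diaphorase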
G6PDH CS = L. mesenteroides G6PDH inhibition counter-screen. AID 1020. inhibition, % at 5 µM. 200,000 compounds, 0.12% hits. Purified L. mesenteroides G6PDH, diaphorase/resazurin coupled fluorescence, 45 min
Diaph inh CS = inhibits diaphorase or chemically oxidizes, flagging diaphorase assay artifacts; diaphorase resazurin-to-resorufin fluorescence, NADH, 16 min; bacterial (C. kluyveri) enzyme, not human; inhibition, % at 20 µM; 190,000 compounds, 0.69% hits;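 active means primary screen inhibition at 20 µM above a set limit, cut at about 50% in these data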;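 further: plate controls were DMSO with full reaction for no effect and wells lacking NADH for full effect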
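Assay system: diaphorase enzyme from Clostridium kluyveri. Quantity: enzyme working solution with 0.14 U/mL diaphorase. Schedule: reaction incubation of 16 min at room temperature. Technique: resorufin fluorescence, excitation 544 nm, emission 590 nm. Controls: No-NADH positive control and DMSO neutral control.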
PMI act = activators of human phosphomannose isomerase. activation factor at 20 µM. AID 1214. purified human PMI, coupled resazurin fluorescence, 20 min; hits give high values; 1 = vehicle control, 0 substrate-free wells. 190,000 compounds, 0.005% hits;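 active means activation factor of 2 or more at 20 µM, relative to plate controls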
S1P3 antagonist = antagonists of human S1P3 receptor | Q99500 | CHO S1P3 NFAT-BLA reporter, FRET fluorescence, antagonist mode | inhibition, % at 4.98 µM | 170,000 compounds, 0.27% hits;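 active means inhibition above the plate cutoff, the mean inhibition of test wells on that plate plus 3 SD, cut at about 28% in these data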;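 further: cells challenged with S1P at its EC80 of 0.8 µM; blue over green emission ratio from cleaved BLA substrate after 4 h stimulation; 0% = S1P-stimulated wells and 100% = unstimulated DMSO-only wells; some compounds past the cut are filed as inactive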
Target sequence (Q99500 whole entry, looked up): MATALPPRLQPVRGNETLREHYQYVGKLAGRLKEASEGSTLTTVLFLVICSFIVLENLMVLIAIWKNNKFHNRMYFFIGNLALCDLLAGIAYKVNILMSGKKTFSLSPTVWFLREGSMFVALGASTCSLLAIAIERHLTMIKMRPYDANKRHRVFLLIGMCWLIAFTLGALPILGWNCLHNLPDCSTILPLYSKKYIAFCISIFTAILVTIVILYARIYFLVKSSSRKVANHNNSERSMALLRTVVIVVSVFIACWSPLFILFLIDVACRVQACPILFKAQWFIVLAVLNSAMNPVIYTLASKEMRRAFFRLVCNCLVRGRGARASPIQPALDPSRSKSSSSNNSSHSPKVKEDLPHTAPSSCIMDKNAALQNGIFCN
L major viab = inhibitors of Leishmania major promastigote growth | Leishmania major promastigotes, resazurin fluorescence viability | inhibition, % at 10 µM | 200,000 compounds, 9% hits | AID 1063;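 further: promastigotes grown with compound for 44 hours at 28 °C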
Hsp70 activator = switches on Hsp70 transcription | HeLa Hsp70 promoter luciferase reporter, luminescence; scaled: vehicle 0, proteasome-inhibitor control 100% | activation, % at 10 µM | 200,000 compounds, 0.04% hits;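 active means activation above the mean across all tested compounds plus 3 SD, cutoff set per campaign, cut at about 5.5% in these data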;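 further: 100% = MG132 at 30 µM as the positive control and 0% = DMSO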
DTT redox prof = compounds producing H2O2 with reducing agent – biochemical, NIH compound library profiling, artefact control for MLSCN library redox annotation, primary screen; DTT-dependent redox cycling H2O2, phenol red/HRP absorbance; 100% = 100 µM peroxide control, 0% = buffer; AID 878; activation, % at 10 µM; 200,000 compounds, 0.03% hits;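 active means activation of at least 50% relative to the plate's high and low controls in the primary single-dose screen; inactive means activation below 50%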;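 further: compound incubated with DTT at 0.8 mM final as the reducing agent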
Diaphorase act = counter-screen for diaphorase-based assays: diaphorase activators and chemical reducers. Diaphorase/resazurin coupled assay, resorufin fluorescence, 16 min; hits give high values; 1 = vehicle wells, 0 = NADH-free wells. activation factor at 20 µM. 190,000 compounds, 0.005% hits. AID 1229;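 active means diaphorase activity raised at least twofold by the compound at 20 µM; inactive means activation factor below 2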
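Material: purified diaphorase enzyme from Clostridium kluyveri; Also added: 0.114 mM NADH and 0.1 mM resazurin, final amounts; Doses: single compound dose of 20 µM, 1% DMSO final; Times: 16 min enzyme reaction, ambient temperature; Detection: resorufin fluorescence, excitation 544 nm, emission 590 nm; Measure: increased resorufin signal from activators or reducing compounds.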
RAM inhibit = inhibitors of the yeast RAM network; inhibition, % at 50 µM; S. cerevisiae dse1pr::URA3 reporter, 5-FOA growth OD615, 2 d; analog-sensitive cbk1-as2 kinase mutant strain; AID 868; 190,000 compounds, 1.8% hits;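 active means inhibition above a set limit, 3 SD over mean compound inhibition, cut at about 8.4% in these data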;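 further: 0% = DMSO-only wells with no growth and 100% = 10 µM 1-NA-PP1 full growth; inhibition rescues growth on 5-FOA so higher OD means more RAM inhibition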
Active calls of the source: *; x = no result given. Unless noted, no stated cut-off is given here; in the data, active means inhibition above about 50%; inactive means the rest.

SMILES	TLR4-MyD88 BLA	PMI act satM6P	G6PDH CS	Diaph inh CS	PMI act	S1P3 antagonist	L major viab	Hsp70 activator	DTT redox prof	Diaphorase act	RAM inhibit
Cc1ccc(C(=O)Nc2ccc(C(=O)N/N=C/c3ccncc3)cc2)cc1	2	1.2	2	-21	1.3	-2	-7	-0.3	-0.6	1.2	2.6
CCn1c2ccccc2c2cc(NC(=O)CSc3nnc(-c4cccc(F)c4)o3)ccc21	6	1	2	8	0.9	x	4	0.2	0.2	0.9	3.1
CCOC(=O)CSc1nnnn1-c1cc(OC)ccc1OC	-7	0.5	2	21	0.9	-46	-7	-0.2	1.2	0.8	0.1
Cc1ccc2c(c1)c1ncnc(N3CCOCC3)c1n2C	6	1	14	12	1	-16	2	0.3	0.1	0.9	1.6
O=C(COn1nnc2ccc(Cl)cc21)NC12CC3CC(CC(C3)C1)C2	1	0.9	0	22	0.9	x	5	-0.5	0.8	0.8	1.2
Cc1nnnn1/C(=C\c1ccccc1)C(=O)OCC(=O)NC(C)(C)C	8	1.1	4	5	1	24	34	-0.2	-0.4	0.9	1.0
Cc1[nH]n(-c2ccccc2)c(=O)c1N=Nc1ccccc1	7	0.9	2	6	1	0	-3	-0.3	-0.2	0.9	13*
COc1ccc(C(=O)Nc2cccc(/C(C)=N/NC(=O)c3ccc([N+](=O)[O-])c(C)c3)c2)cc1OC	-6	0.9	-63	16	0.8	x	3	-0.3	0.2	0.8	5.1
COc1ccccc1CNC(=O)Cc1cc(=O)[nH]c(=O)[nH]1	7	0.9	9	18	0.9	-15	-4	0.2	0.6	0.8	0.5
COc1ccc(S(=O)(=O)N2c3ccccc3OCC2C(C)(C)C)cc1 (stereo unspecified)	10	0.9	5	22	0.9	-3	9	-0.2	0.1	0.8	3.7
CCCn1nnc(NC(=O)c2cccc(OCC(C)C)c2)n1	-4	0.9	6	20	0.9	x	7	-0.3	-1.3	0.8	0.8
CCOc1[nH]n(-c2ccc(Cl)cc2)c(=O)c1C=Nc1ccc(C)cc1	4	1.1	3	4	1	x	-2	1.2	-3.5	1	6.0
O=C(/C=C/c1ccc(-c2ccccc2[N+](=O)[O-])o1)c1ccccc1	-3	0.5	4	15	0.9	9	28	0.0	0.5	0.8	16*
O=C(NC1CCCc2ccccc21)c1ccccc1Cl (stereo unspecified)	-16	0.9	3	-2	0.9	1	-5	-0.2	-0.1	1	0.4
Cc1cc(C)c2nc(N3CCCN(C(=O)c4cnccn4)CC3)c(C#N)cc2c1	7	0.9	7	16	1	5	10	0.2	-0.1	0.8	-0.3
CCc1nc(SCc2cccnc2)c(C#N)cc1C	5	1	3	-11	0.9	x	12	-0.5	0.4	1.1	1.4
CCN(CC)c1ccc2cc(C(=O)Nc3ccccn3)c(=O)oc2c1	-13	0.9	-43	10	0.9	x	42	0.2	-2.0	0.9	3.1
COc1ccc(C(C)=O)c2c(O)cccc12	0	0.4	36	37	0.8	19	-4	-0.4	0.2	0.6	2.4
COc1ccc(CNC(=O)C/C(C)=N/NC(=O)C(c2ccccc2)c2ccccc2)cc1	-7	0.9	8	16	0.9	x	-6	-0.3	-7.2	0.8	2.5
Cn1c(SCC(=O)N/N=C/c2ccc([N+](=O)[O-])s2)nnc1-c1ccc(Cl)cc1	9	0.9	0	18	1	2	100*	-0.5	-0.5	0.8	-1.1

As entered above:
Cc1[nH]n(-c2ccccc2)c(=O)c1N=Nc1ccccc1 @ L major viab: -3
Cn1c(SCC(=O)N/N=C/c2ccc([N+](=O)[O-])s2)nnc1-c1ccc(Cl)cc1 @ PMI act: 1

6 entries from above in a different format:
| structure | TLR4-MyD88 BLA | PMI act satM6P | G6PDH CS | Diaph inh CS | PMI act | S1P3 antagonist | L major viab | Hsp70 activator | DTT redox prof | Diaphorase act | RAM inhibit |
| --- | --- | --- | --- | --- | --- | --- | --- | --- | --- | --- | --- |
| O=C(NC1CCCc2ccccc21)c1ccccc1Cl (stereo unspecified) | -16 | 0.9 | 3 | -2 | 0.9 | 1 | -5 | -0.2 | -0.1 | 1 | 0.4 |
| Cc1cc(C)c2nc(N3CCCN(C(=O)c4cnccn4)CC3)c(C#N)cc2c1 | 7 | 0.9 | 7 | 16 | 1 | 5 | 10 | 0.2 | -0.1 | 0.8 | -0.3 |
| CCc1nc(SCc2cccnc2)c(C#N)cc1C | 5 | 1 | 3 | -11 | 0.9 | x | 12 | -0.5 | 0.4 | 1.1 | 1.4 |
| CCN(CC)c1ccc2cc(C(=O)Nc3ccccn3)c(=O)oc2c1 | -13 | 0.9 | -43 | 10 | 0.9 | x | 42 | 0.2 | -2.0 | 0.9 | 3.1 |
| COc1ccc(C(C)=O)c2c(O)cccc12 | 0 | 0.4 | 36 | 37 | 0.8 | 19 | -4 | -0.4 | 0.2 | 0.6 | 2.4 |
| COc1ccc(CNC(=O)C/C(C)=N/NC(=O)C(c2ccccc2)c2ccccc2)cc1 | -7 | 0.9 | 8 | 16 | 0.9 | x | -6 | -0.3 | -7.2 | 0.8 | 2.5 |

Continuation.
SMILES	TLR4-MyD88 BLA	PMI act satM6P	G6PDH CS	Diaph inh CS	PMI act	S1P3 antagonist	L major viab	Hsp70 activator	DTT redox prof	Diaphorase act	RAM inhibit
CCC(C)(c1ccc(C=O)s1)c1ccc(C=O)s1	0	1	13	9	1	x	17	-0.1	0.1	0.9	-0.1
COc1ccc(C(=O)CSc2nnc(CN3CCCC3)n2-c2ccc(F)cc2)c(OC)c1	-12	1.1	-5	8	1	-23	80*	-0.3	-0.3	0.9	-0.1
CN(C)S(=O)(=O)c1cc(NC(=O)[C@H](Cc2ccccc2)N2C(=O)c3ccccc3C2=O)ccc1Cl	-1	0.8	1	25	0.9	5	-9	-0.3	-0.2	0.8	2.7
CCn1cc(C(=O)OC)c(=O)c2cc(S(=O)(=O)N(C)C3CCCCC3)ccc21	-3	1	11	20	1	-10	1	-0.3	0.1	0.8	0.8
CCOC(=O)c1cnc(SC)nc1Oc1cccc(NC(=O)c2cccc(Cl)c2Cl)c1	-5	0.9	6	15	0.9	x	1	-0.3	-0.1	0.9	9.4*
COc1ccc(NC(=O)C(=O)NCCN2CCN(C(=O)c3ccco3)CC2)cc1	-13	1	-6	8	1	13	-7	0.0	-0.6	0.9	0.4
C=CCNC(=O)NC(=O)COC(=O)c1nc2nccc(C)n2n1	-11	1	1	23	1	-21	-2	-0.4	-0.1	0.8	0.9
CCCCc1ccc(NS(=O)(=O)c2cccs2)cc1	12	0.9	9	19	0.9	x	14	-0.3	2.5	0.8	-1.5
O=C(Nc1ccc2c3c(cccc13)CC2)c1cccc([N+](=O)[O-])c1	1	0.9	-6	19	0.8	-5	34	-0.4	0.2	0.8	4.6
Cc1ccc(NC(=O)C2c3ccccc3Oc3ccccc32)nc1	-12	1	14	23	0.9	-5	7	-0.1	-0.3	0.8	0.0
CCOC(=O)c1ccccc1NS(=O)(=O)c1ccc(C)cc1	-5	0.9	6	18	0.9	x	10	-0.1	0.3	0.8	-0.1
Cc1sc2ncnc(NCc3ccccc3)c2c1C	-3	1	7	1	1	x	42	0.1	0.7	1	1.4
Cc1cc(N(CC(=O)O)S(C)(=O)=O)ccc1Br	4	1	4	4	1	-14	-9	-0.2	-0.7	1	0.8
C/C(CC(=O)Nc1ccccn1)=N\NC(=O)c1cccc(C)c1	-2	1	10	-10	0.9	-23	-8	0.2	-0.4	1.1	1.0
CC1=NN(C(=O)COc2ccc(C)c(C)c2)C(O)(c2ccccc2)C1 (stereo unspecified)	2	0.9	16	7	0.9	5	-2	-0.2	-0.5	0.9	-0.1
CCCCn1c(SCC(=O)Nc2cc(C)on2)nnc1-c1ccco1	2	1.1	4	0	1	x	4	-0.3	0.2	1	1.5
CC(C)(C)c1ccc(/C=N/NC(=S)NCc2ccccc2)cc1	-9	1.1	1	-1	0.9	7	8	0.0	-0.2	1	3.7
O=C(c1cccc(F)c1)N1CCN=C1SCc1cccnc1	-7	1	2	3	1	-9	3	-0.2	-1.0	1	0.9
Cc1cccc(NC(=S)N2CCC(C(N)=O)(N3CCCCC3)CC2)c1C	-5	1	0	4	1	-12	-5	0.0	0.0	1	-0.5
O=C(C1=NN(c2ccccc2)C2C(=O)N(c3ccc(Cl)cc3)C(=O)C12)c1ccccc1 (stereo unspecified)	15	1.2	18	2	1.1	6	-11	-0.1	0.5	1	5.8
COc1cc(C(N)=O)cc(Cl)c1OCc1ccccc1	-7	0.9	0	10	1	-8	10	-0.1	-0.1	0.9	1.9
O=C(Nc1ccccc1-c1ccccc1)NC1CCN(C(=O)N2CCOCC2)CC1	10	1	0	9	1	8	-5	0.4	1.4	0.9	-0.5
Oc1ccc(-c2[nH]ncc2-c2nc3ccccc3s2)c(O)c1	7	0.9	-5	12	1	-10	-10	-0.4	-0.2	0.9	0.1
CCOC(=O)C1=C(c2ccccc2)OC(N)=C(C#N)C1c1cccs1 (stereo unspecified)	-3	1	5	-1	1	x	3	0.8	-3.5	1	1.9
O=C(O)c1cc(Nc2nc(N3CCOCC3)nc(N3CCOCC3)n2)ccc1Cl	0	1.1	2	16	0.9	1	-5	0.3	-0.5	0.8	0.8
COc1cc(S(=O)(=O)Nc2ccccc2)ccc1N=Cc1c(C)[nH]n(-c2ccc(C)cc2)c1=O	-1	0.9	-9	21	0.9	2	-2	-0.1	0.0	0.8	13*
CC1=C(C(=O)OC(C)C)C(c2cccs2)NC(=S)N1 (stereo unspecified)	-1	1	-3	2	0.8	-8	-1	-0.5	0.5	1	-0.4
O=c1ccc2cc(O)c(O)cc2o1	12	0.5	45	61*	0.4	-8	-5	0.1	-1.4	0.4	1.5
CSc1nsc(/C=C/Nc2ccc(C)cc2)c1C#N	-1	1.2	30	22	1	x	5	-0.4	0.0	0.8	5.6
COc1ccc(Cn2c(=S)[nH]c3cc(C(=O)NCc4cccnc4)ccc3c2=O)cc1	0	1	-3	3	1	-7	-9	-0.1	-0.1	1	4.1
O=C(N/C=C/c1ccco1)OCc1ccccc1	-2	1.2	4	9	1.3	4	4	-0.4	0.0	0.9	2.8
